# Source: PubChem BioAssay
# Pol kappa inh = blocks human DNA polymerase kappa activity; Q9UBT6; purified Pol kappa, fluorescent DNA synthesis assay, 10 min; Potency, µM (series often up to 107 µM), without a hit: at the top dose activity, negative = inhibition, most hits filed as inhibitors; hit rate 0.53% among 400,000; note: % is set by controls: 0 for no effect and ±100 for the full control effect
#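 Kinetic fluorescence readout at 0 and 10 min followed reaction start with substrate at 50 nM final. Beforehand, enzyme (10 nM Pol kappa) stood 15 min with compound at room temperature; buffer-only wells were negative controls.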
# POLI inh = DNA polymerase iota (human) inhibition; Q9UNA4; Pol iota fluorescent replication assay, 10 min; Potency, µM (titrated, usually from 115 µM), without a hit: at the highest dose activity, negative = inhibition, most hits filed as inhibitors; hit rate 1% among 390,000
#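 Pol iota at 10 nM preincubated 15 min with compounds at room temperature; reaction started with fluorescent substrate, 50 nM final. Fluorescence read kinetically at 0 and 10 min; buffer-only wells as negative control.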
# BLM helicase inh = inhibitors of human Bloom syndrome helicase BLM. P54132. recombinant BLM DNA unwinding, fluorescence dequenching. Potency, µM (highest dose often 56.1 µM), inactives show top-dose activity change, negative = inhibition, actives largely listed as inhibitors. hit rate 0.2% among 350,000. AID 2528;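 note: plate controls were vehicle for no effect and no enzyme for full effect; nearly all actives have a fitted effect of over 35% in size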
# APE1 inh = APE1 (human) endonuclease inhibition; recombinant APE1, TAMRA/BHQ-2 abasic DNA cleavage fluorescence; hit rate 0.35% among 350,000; P27695; Potency, µM (highest dose often 65.8 µM), for the others: top-dose activity change, negative = inhibition, actives largely listed as inhibitors;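 note: plate controls were vehicle for no effect and reference inhibitor for full effect; nearly all actives have a fitted effect of over 55% in size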
# Target sequence (P27695 whole entry, looked up): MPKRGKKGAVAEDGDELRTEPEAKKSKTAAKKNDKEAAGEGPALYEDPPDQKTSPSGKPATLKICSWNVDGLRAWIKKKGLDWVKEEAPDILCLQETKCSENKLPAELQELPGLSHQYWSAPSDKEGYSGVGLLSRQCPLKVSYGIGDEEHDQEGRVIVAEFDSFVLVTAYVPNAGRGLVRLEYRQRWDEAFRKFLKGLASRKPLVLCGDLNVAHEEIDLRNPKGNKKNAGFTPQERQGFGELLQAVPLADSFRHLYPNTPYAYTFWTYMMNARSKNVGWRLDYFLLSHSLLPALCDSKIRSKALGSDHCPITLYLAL
#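 Quantitative HTS: incision of a TAMRA/BHQ-2 double-stranded substrate bearing a tetrahydrofuran abasic site by 0.75 nM APE1 raises fluorescence. Substrate 50 nM final, added after 15 min compound preincubation at room temperature; progress as third-minus-first kinetic read difference.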
# BAZ2B block = BAZ2B (human) inhibition. AlphaScreen BAZ2B-H3K14Ac peptide displacement. AID 504333. Potency, µM (titrated, usually from 114 µM), for inactives: at the top dose activity change, negative = inhibition, usual class: inhibitors. hit rate 4.4% among 360,000. Q9UIF8; note: % is set by controls: 0 for no effect and ±100 for the full control effect; nearly all actives have a fitted effect of over 60% in size
#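 Complex of BAZ2B and biotin-H3K14Ac (50 nM apiece) forms over 30 min at RT, then faces library compounds up to 110 uM for another 30 min; AlphaScreen beads added, 20 min dark incubation, luminescence read.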
# G9a block = inhibitors of human histone lysine methyltransferase G9a | G9a H3K9 monomethylation, AlphaScreen, 2 h | Potency, µM (top dose mostly 102 µM), without a hit: at the top dose activity, negative = inhibition, most hits filed as inhibitors | hit rate 8.8% among 350,000; note: % is set by controls: 0 for no effect and ±100 for the full control effect; nearly all actives have a fitted effect of over 75% in size
# Target sequence (Q96KQ7 913-1193 limits assumed): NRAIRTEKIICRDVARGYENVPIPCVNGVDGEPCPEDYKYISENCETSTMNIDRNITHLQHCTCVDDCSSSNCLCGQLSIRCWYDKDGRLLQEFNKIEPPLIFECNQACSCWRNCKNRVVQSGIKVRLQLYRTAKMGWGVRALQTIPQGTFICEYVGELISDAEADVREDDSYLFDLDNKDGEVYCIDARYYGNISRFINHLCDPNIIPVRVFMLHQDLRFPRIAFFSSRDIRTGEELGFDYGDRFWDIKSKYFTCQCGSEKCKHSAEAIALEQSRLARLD
#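 Methyltransferase reactions run at room temperature for 2 h (20 nM enzyme, 500 nM biotin-H3K9 peptide, 20 uM SAM) after a 15 min compound preincubation; product detected by AlphaScreen beads and anti-H3K9me1 antibody.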
# POLH inh = inhibitors of human DNA polymerase eta; Q9Y253; recombinant Pol eta, fluorescent DNA replication assay; Potency, µM (highest dose often 114 µM), for the others: at the highest dose activity change, negative = inhibition, most hits filed as inhibitors; hit rate 1.2% among 390,000; note: % is set by controls: 0 for no effect and ±100 for the full control effect
#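 Fluorescent replication assay: 50 nM final substrate added after a 15 min room-temperature compound preincubation with 10 nM enzyme. Signal taken at 0 min and again at 10 min.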
# Apoferritin bind = candidate novel general anesthetic via apoferritin binding | P02791 | apoferritin/1-aminoanthracene competitive binding, fluorescence | Potency, µM (doses to about 77.5 µM), for the others: at the top dose activity change, negative = displacement, actives largely listed as inhibitors | hit rate 0.074% among 350,000; note: % is set by controls: 0 for no effect and ±100 for the full control effect; nearly all actives have a fitted effect of over 20% in size
# Target sequence (P02791 2-175 limits assumed): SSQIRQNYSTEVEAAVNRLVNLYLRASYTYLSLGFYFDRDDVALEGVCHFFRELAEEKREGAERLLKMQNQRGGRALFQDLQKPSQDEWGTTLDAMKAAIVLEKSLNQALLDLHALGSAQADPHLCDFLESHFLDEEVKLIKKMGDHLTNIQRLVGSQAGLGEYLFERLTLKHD
#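 Concentration-response curves derived by four-parameter Hill fitting of normalized fluorescence, where compounds displaced 1-AMA from 10 uM horse apoferritin following a brief 10 min room-temperature incubation; propofol titration acted as positive control.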
# POLB inh = inhibitors of human DNA polymerase beta; Pol beta primer extension/strand displacement, fluorescence kinetic; Potency, µM (highest dose often 114 µM), inactives show at the highest dose activity change, negative = inhibition, hits mostly inhibitors; hit rate 1.3% among 340,000; note: % is set by controls: 0 for no effect and ±100 for the full control effect
#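 Kinetic readout of DNA synthesis with strand displacement by Pol beta. Compound and 10 nM enzyme sit 15 min at room temperature; 50 nM substrate starts the reaction, read immediately and at 10 min.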
# An asterisk follows results filed as active; ? = inconclusive; · = not tested or not shown; & = joins results of further samples; [ ] = another dose, or the depositor's remark. Calls come from the whole dose curve; as a rule, active = well fitted curve in the direction sought with a large enough effect; inconclusive = small, poorly fitted or top-dose-only effect, or another doubt; inactive = no such curve, though single readings can be large; an effect the other way counts as inactive or inconclusive. Potency is the fitted concentration of half-maximal effect. The list is partial (hit frequency here may not be typical).
SMILES,Pol kappa inh,POLI inh,BLM helicase inh,APE1 inh,BAZ2B block,G9a block,POLH inh,Apoferritin bind,POLB inh
CCc1nnc(NC(=O)CSc2nnc(CSc3nc(C)cc(C)n3)n2C)s1,0%,51%[activator],-5%,-3%,2%,6%[59 µM],-16%,-15%,25%
CCC(C)c1ccccc1NC(=O)COC(=O)c1ccc(C)c(NC(=O)c2ccco2)c1 (configuration not stated),0%,18%,-7%,8%,-4%,?,-13%,?,-9%
Cc1ccc(S(=O)(=O)N2[C@@H](c3ccc(Br)cc3)C(C(=O)O)=CC[C@H]2c2cccs2)cc1,-23%,?,·,-11%,·,·,-11%,·,·
CCc1nnc(NC(=O)CSc2nccn2-c2cccc(C)c2C)s1,-16%,1%,4%,-3%,-28%,?,-8%,-10%,21%
COc1cccc(OC)c1NC(=O)NC(=O)c1c(OC)c(Br)cc([N+](=O)[O-])c1OC,-2%,-25%[58.9 µM],-5%,-2%,-20%,?,-24%,-13%,15%
O=C(CSc1oc(-c2ccc(F)cc2)nc1S(=O)(=O)c1ccc(Br)cc1)NC1CCCCC1,8%,13%,4%,·,3%,-37%[59 µM],-11%,-9%,0%
Cc1ccc(S(=O)(=O)N2[C@@H](c3ccc(Cl)cc3)C(C(=O)O)=CC[C@H]2c2ccc(Cl)cc2)cc1,-8%,6%,·,13%,-30%,-3%[2.33 µM],-18%,·,·
CCOCCCNC(=O)Cn1ncc2c([nH]c3ccc(C)cc32)c1=O,-7%,18%,1%,·,5%[57.1 µM],-27%[59 µM],·,-7%,3%
CCOC(=O)c1ccc(NC(=O)Cc2coc3cc(C)cc(C)c23)cc1,-18%,?,-3%,·,-3%,-4%[59 µM],-13%,?,-23%
O=C(CSc1nccc(=O)[nH]1)c1ccccc1Br,-1%,?,-6%,2%,-18%,7.9µM*,-11%,-19%,0%
COc1ccc(NC(=O)CSc2nc3c(oc4ccccc43)c(=O)n2-c2ccc(C)c(C)c2)cc1,8%,18%,-7%,·,-6%,-6%[59 µM],-12%,-8%,32%[activator]
Cc1ccc(-c2nc3c(c(SCc4ccc(Br)cc4)n2)Cc2c(CO)cnc(C)c2O3)cc1,-1%,21%,-2%,·,?,-33%[59 µM],-10%,-2%,36%
CC1(C)CC(=O)C(C(N)=NC(=O)c2ccc([N+](=O)[O-])cc2)=C(O)C1,1%,117%[activator],0%,10%,-21%,?,-14%,-7%,-9%
Cn1c(=O)n(C/C=C/c2ccccc2)c(=O)c2c1nc1n2CCN1c1ccccc1,0%,-1%,0%,·,-21%,5%[59 µM],-20%,3%,?
O=C(Nc1ccc(F)cc1)c1cc2ccccc2o1,-1%,24%,6%,10%,9%,·,-28%,-5%,1%
COc1ccc2oc(C(=O)Nc3ccccc3N3CCOCC3)c(C)c2c1,-10%,?,·,-11%,8%,45µM*,4%,·,·
CC(C)CN1C(=O)C(=O)N(CC(=O)Nc2cc(Cl)ccc2Oc2ccccc2)C1=O,-9%,94%[activator],-10%,-4%,-38%,?,-21%,-19%,4%
O=C(Nc1ccccc1N1CCOCC1)c1csc2c1CCCC2,-3%,17%,-9%,-5%,-8%,8%,-9%,-18%,-5%
COc1ccc(-c2noc(CNS(=O)(=O)c3ccc(NC(C)=O)cc3)n2)cc1,-6%,-13%,0%,-11%,-2%,·,0%,-3%,-5%
Cn1nccc1C(=O)N1CCOCC1,-14%,2%,-5%,36%,-10%,2%,6%,-1%,35%
CCN(CC(=O)NCc1ccc(Cl)cc1)C(=O)Cc1ccc(OC)cc1,-11%,35%[activator],2%,1%,3%,15%,-23%,3%,0%
O=C(OCCCCOC(=O)c1ccccc1)c1ccccc1,0%,-14%,-7%,-2%,186%[activator],356%[activator],-5%,2%,15%
Cc1ccc(N)c(Cl)c1,14%[60.1 µM],·,-3%,0%,·,·,·,-8%,·
c1cc2c(cnc3cscc32)s1,5%,-7%,-3%,1%,-37%,14µM*,-12%,-8%,-8%
COc1cc(OC)c(NS(=O)(=O)c2c(C)nc3sc(C)cn3c2=O)cc1Cl,-6%,18%,-1%,·,?,-34%[59 µM],-16%,4%,25%
COc1ccc(C2C(=O)N(C3CCC(C)CC3)CC(=O)N2CCC2=CCCCC2)cc1OC (configuration not stated),-8%[60.1 µM],13%,-2%,·,-12%,-9%[59 µM],-8%,-2%,2%
Cc1cccc(OC(C)C(=O)Nc2nonc2-c2ccc(Br)cc2)c1C (configuration not stated),11%,7%,-8%,·,-23%,?,·,-5%,-1%
Clc1ccc(-c2c[nH]c3ccccc23)nn1,-38%,-26%,-10%,-9%,-22%,-50%,9%,-8%,-12%
COC(=O)/C(=C(/F)Sc1cc(C)c(O)c(C)c1)C(F)(F)F,-17%,-3%[58.9 µM],-18%,11%,?,?,-14%,?,13%
CCOc1ccccc1CNC(=O)CCC(=O)N1Cc2ccccc2Oc2ncccc21,-5%,-11%,3%,27%,-6%,71%[activator],0%,-8%,4%
CC(C(=O)NCc1cccs1)N1C(=O)c2ccccc2C1=O (configuration not stated),3%,30%[activator],0%,-4%,7%,·,-18%,-12%,5%
CCN(CC)CC#CCC1(O)c2ccccc2-c2ccccc21,-7%,?,-8%,-2%,-3%[57.1 µM],16%[59 µM],-3%,-8%,12%
O=C(CSc1n[nH]c(-c2cccnc2)n1)Nc1ccc(Cl)cc1,5%,15%,1%,-14%,2%,27%,-18%,-12%,56%
CCNc1nc(NC(C)(C)C)nc(Oc2ccc(=O)n(-c3ccccc3)n2)n1,-9%&-8%,12%&-6%,-7%&-2%,0%,-8%&-11%,0%,-14%&-1%,0%&-13%,-4%&9%
O=C1CCCN1CC(=O)N1CCCC(N2CCN(c3cccc(Cl)c3)CC2)C1 (configuration not stated),-5%,4%,0%,8%,-4%,·,-9%,-3%,21%
COc1ccccc1N1CCN(/N=C/c2ccc(O)cc2O)CC1,-24%,11%,-7%,2%,?,·,-8%,-3%,4%
COc1ccc(-c2nc3nc(C)c(Cc4ccccc4)c(=O)n3[nH]2)cc1,-1%,-15%,-8%,14%,-8%,?,-10%,-8%,0%
Cc1cccc(NCc2ccccc2)c1,-15%,18%,-7%,-2%,-11%,6%,?,?,-1%
CCOc1ccc(Nc2ncnc3c2cnn3-c2ccc(F)cc2)cc1,0%[60.1 µM],2%,0%,·,-2%,9%[59 µM],-15%,-11%,-1%
Cc1cc(OCC(=O)NC2CCN(C)CC2)ccc1[N+](=O)[O-],1%,36%[activator],4%,-1%,-3%,?,-18%,-5%,-2%
O=C(C1CCCN1S(=O)(=O)c1cccc2cccnc12)N1CCN(c2ccccc2)CC1 (configuration not stated),1%,17%,-1%,?,0%,?,-22%,-23%,19%
Cc1ccc(NC(=O)C2CCN(C(=O)c3cnn(-c4ccccc4)c3-n3cccc3)CC2)cc1C,0%,14%,-7%,·,-21%,8%[59 µM],-13%,-19%,13%
COc1ccc(Cl)cc1NC(=O)CN(c1cccc(C)c1C)S(C)(=O)=O,6%,-11%,-6%,·,-1%,-18%[59 µM],-14%,29%,?
Cc1ccc(S(=O)(=O)NCCC(=O)N2CCN(Cc3ccccc3)CC2)cc1,-10%,6%,1%,0%,-2%,-7%[59 µM],-2%,-5%,-23%
CC1(C(=O)NNC(=O)c2cccc([N+](=O)[O-])c2)CC1(Br)Br (configuration not stated),9%,3%,-1%,36%,-35%,20µM*,-5%,-37%,14%
CC(=O)Nc1cccc2c1C(=O)N(c1ccc(C)cc1)C2=O,-13%,-9%,-8%,-12%,0%,7%[59 µM],7%,-9%,16%
COc1ccc(CC(=O)N2CCCC(C)C2)cc1 (configuration not stated),1%,-5%,-3%,-1%,9%,·,-10%,?,-1%
O=C1C(Cc2ccc(O)cc2)NC(=S)N1c1ccccc1 (configuration not stated),-1%,8%,-1%,-7%,-16%,-29%,-8%,-5%,-15%

# 5 structures from above, arranged by formula weight, low to high.
SMILES,Pol kappa inh,POLI inh,BLM helicase inh,APE1 inh,BAZ2B block,G9a block,POLH inh,Apoferritin bind,POLB inh
Cc1cccc(NCc2ccccc2)c1,-15%,18%,-7%,-2%,-11%,6%,?,?,-1%
COc1ccc(CC(=O)N2CCCC(C)C2)cc1 (configuration not stated),1%,-5%,-3%,-1%,9%,·,-10%,?,-1%
COc1ccc(Cl)cc1NC(=O)CN(c1cccc(C)c1C)S(C)(=O)=O,6%,-11%,-6%,·,-1%,-18%[59 µM],-14%,29%,?
O=C(C1CCCN1S(=O)(=O)c1cccc2cccnc12)N1CCN(c2ccccc2)CC1 (configuration not stated),1%,17%,-1%,?,0%,?,-22%,-23%,19%
Cc1ccc(NC(=O)C2CCN(C(=O)c3cnn(-c4ccccc4)c3-n3cccc3)CC2)cc1C,0%,14%,-7%,·,-21%,8%[59 µM],-13%,-19%,13%

# Next records
SMILES,Pol kappa inh,POLI inh,BLM helicase inh,APE1 inh,BAZ2B block,G9a block,POLH inh,Apoferritin bind,POLB inh
O=C(c1cnc(N2CCN(c3ncccn3)CC2)c2ccccc12)N1CCN(c2ncccn2)CC1,3%,-5%,0%,-1%,-6%,27%[12.7 µM],-15%,-22%,16%
CN(C)c1nc(OCCNC(=O)COc2ccccc2Cl)nc(N(C)C)n1,-6%,-10%,-8%,-3%,-1%,-6%[59 µM],0%,3%,-4%
Cc1ccc(CCNC(=O)c2sc3nc4n(c(=O)c3c2C)CCC4)cc1,3%,-19%,-1%,5%,-36%,22%,-11%,8%,3%
Cc1ccc(C)n1-c1ccc(C(=O)/C=C/N(C)C)cc1,-32%,?,-3%,1%,-9%,?,-4%,-10%,?
CCc1ccc(-n2c(CCC(=O)O)ccc2-c2ccc(F)cc2)cc1,-7%,14%,-2%,·,?,10µM*,-13%,-10%,18%
CC(=O)Nc1ccc2nc(-c3cccs3)[nH]c2c1,-17%,-4%,-2%,-11%,-8%,?,-7%,-5%,6%
CCN(CC)C(=O)c1ccc(COc2ccccc2Cl)o1,3%,50%[activator],-7%,34%,7%,26%,-24%,6%,28%
Cc1ccc(OCC(=O)Nc2ccc(NC(=O)c3ccccc3)c(C)c2)cc1,7%,-6%,-2%,-5%,-5%,5%[0.501 µM],-6%,-1%,0%
CCOc1ccc(NS(=O)(=O)c2cc(OC)ccc2OC)cc1,-7%,0%,-4%,4%,-2%,6%[59 µM],-4%,-9%,2%
